Source: PubChem BioAssay (several laboratories)
BCLXL inh – Bcl-xL (human) inhibition; GST-Bcl-xL / FITC-Bim BH3 peptide fluorescence polarization; inhibition, % at 10.9 µM; actives 0.7% (n = 320,000); AID 2129;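 active = inhibition above the mean of all tested compounds plus 3 SD, cutoff set per campaign, cut at about 30% in these data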;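 also: 0% = DMSO wells and 100% = unlabeled Bim-BH3 peptide competitor; inhibitors lower millipolarization by displacing the labeled peptide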
Target sequence (Q07817 whole entry, looked up): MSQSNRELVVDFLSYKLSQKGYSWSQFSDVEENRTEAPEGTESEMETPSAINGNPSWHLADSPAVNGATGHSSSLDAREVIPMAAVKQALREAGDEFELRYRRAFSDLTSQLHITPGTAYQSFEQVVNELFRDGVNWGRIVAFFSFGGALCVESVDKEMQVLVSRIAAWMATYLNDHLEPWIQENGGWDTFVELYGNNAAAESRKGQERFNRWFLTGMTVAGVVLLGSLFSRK
MCL1 BIM primary – MCL1-BIM-BH3 interaction inhibition (human); actives 0.68% (n = 320,000); inhibition, % at 10.9 µM; GST-MCL1 / FITC-Bim-BH3 fluorescence polarization; Q07820; AID 2057;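 active = inhibition above the mean inhibition of all tested compounds plus 3 SD, set per campaign, cut at about 40% in these data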;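 also: 0% = DMSO wells and 100% = unlabeled Bim-BH3 peptide control; higher means more loss of mP so more displacement of Bim peptide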
Target sequence (Q07820 whole entry, looked up): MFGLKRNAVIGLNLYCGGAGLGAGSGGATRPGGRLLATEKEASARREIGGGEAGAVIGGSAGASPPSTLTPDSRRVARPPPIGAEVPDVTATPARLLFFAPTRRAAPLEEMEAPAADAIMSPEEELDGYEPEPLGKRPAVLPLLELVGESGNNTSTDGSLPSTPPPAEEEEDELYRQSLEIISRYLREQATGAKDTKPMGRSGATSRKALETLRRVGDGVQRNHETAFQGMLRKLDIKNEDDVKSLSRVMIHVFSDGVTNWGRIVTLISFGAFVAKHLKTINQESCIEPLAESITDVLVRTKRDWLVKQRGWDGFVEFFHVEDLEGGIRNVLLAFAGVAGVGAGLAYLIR
EBNA-1 inhibitor – blocks EBNA-1 binding to DNA; EBNA-1 DNA binding, fluorescence polarization; inhibition, % at 14.8 µM; actives 0.34% (n = 300,000); in the data active = inhibition above about 28%
ZTA DNA inh – blocks Epstein-Barr virus ZTA, an EBNA-1 counter-screen. P03206. ZTA-DNA binding, fluorescence polarization. inhibition, % at 11 µM. actives 0.15% (n = 320,000). AID 2234; in the data active = inhibition above about 33%
Efflux pump inh – blocks antifungal efflux pumps in multiplex yeast assay; actives 0.44% (n = 330,000); inhibition, % at 10 µM; S. cerevisiae Candida pump triplex, Nile Red efflux;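 active = plate passing quality check with inhibition over a set limit, or well fluorescence over plate mean plus 4 SD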;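 also: Nile Red retained in pooled yeast measured as flow cytometry median fluorescence; 0% = buffer negative control and 100% = Enniatin B positive control; higher means more Nile Red kept so more efflux inhibition; some compounds called inactive have numbers as strong as hits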
MEX-5 binding – C. elegans MEX-5 TCR-2 RNA binding activity; MEX-5/FITC-TCR2 RNA binding, fluorescence polarization; hits give low values; Q9XUB2; activity score (negative = inhibition of binding), % at 10 µM; actives 0.38% (n = 300,000);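 active = inhibition past about -25% in most replicates, and total fluorescence under double the plate's negative control median, limit read from the data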;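 also: 0% = DMSO and -100% = 5 µM competing unlabeled TCR2 RNA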
Target sequence (Q9XUB2 whole entry, looked up): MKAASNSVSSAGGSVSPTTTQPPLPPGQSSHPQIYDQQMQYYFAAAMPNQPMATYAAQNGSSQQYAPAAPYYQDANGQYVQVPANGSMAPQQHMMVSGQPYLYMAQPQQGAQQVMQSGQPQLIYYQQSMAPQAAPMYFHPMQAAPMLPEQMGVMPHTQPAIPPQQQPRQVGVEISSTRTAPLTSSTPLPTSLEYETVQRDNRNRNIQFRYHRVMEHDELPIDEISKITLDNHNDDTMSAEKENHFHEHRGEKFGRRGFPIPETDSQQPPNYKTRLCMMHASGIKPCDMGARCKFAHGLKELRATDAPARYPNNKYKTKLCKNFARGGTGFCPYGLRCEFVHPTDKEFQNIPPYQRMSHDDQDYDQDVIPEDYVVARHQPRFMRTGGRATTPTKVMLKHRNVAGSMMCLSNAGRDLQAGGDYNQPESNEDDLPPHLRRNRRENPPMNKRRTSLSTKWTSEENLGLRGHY
Yeast superoxide – lowers age-related superoxide in aged yeast cells; S. cerevisiae aged cells, superoxide DHE fluorescence; hits give low values; superoxide response (% of plate mean), % at 10 µM; actives 0.18% (n = 330,000); AID 2690;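 active = superoxide response under a set limit, about three screen SD below normal, cut at about 65% in these data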;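 also: yeast aged for seven days with compound at 30 °C before DHE staining; 100% = average MFI of all compound-treated wells on the plate with controls excluded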
GLD-1 RNA inh – GLD-1-TGE RNA interaction inhibition (C. elegans) | Q17339 | purified GLD-1 + fluorescein TGE RNA, fluorescence polarization | inhibition, % at 5.96 µM | actives 0.44% (n = 320,000) | AID 2280;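 active = percent inhibition above a per-plate cutoff, the plate mean of test compounds plus 3 SD, cut at about 30% in these data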;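 also: 0% = DMSO wells with GLD-1 and probe and 100% = wells lacking GLD-1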
Fam108B inh – Fam108B inhibition, counter-screen for RBBP9 inhibitors; actives 0.33% (n = 300,000); recombinant Fam108B, FP-Rh probe fluorescence polarization; AID 1947; inhibition, % at 9.51 µM;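 active = inhibition above the screen mean inhibition plus 3 SD, computed separately per campaign, cut at about 18% in these data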;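 also: inhibitors lower polarization as less probe binds the enzyme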
* marks the source's active call; other numbers are inactive results; x = not tested or not shown.

SMILES	BCLXL inh	MCL1 BIM primary	EBNA-1 inhibitor	ZTA DNA inh	Efflux pump inh	MEX-5 binding	Yeast superoxide	GLD-1 RNA inh	Fam108B inh
COc1c(C)cc(C(=O)C2CCCN(C(=O)c3ccoc3)C2)cc1C (configuration not stated)	8	5	-1	11	0.0	-0.7	107	6	-4
COc1ccc(C(=O)Oc2ccc(/C=N/O)cc2)cc1	4	8	6	-2	0.1	0.8	101	5	2
Fc1cccc(Cn2ccc(-c3ccc4c(c3)OCO4)n2)c1	4	2	-5	-10	0.2	2.1	100	-4	4
COCCCNC(=O)c1cc2c(-c3cccc(OC)c3)nn(C)c2s1	0	0	-6	8	0.2	1.8	91	1	0
Cc1ccnc(NC(=O)c2cc3c(=O)oc4ccc(C)cc4c3s2)c1	10	3	1	9	0.0	-0.5	106	1	-7
CC1CCN(c2ccccc2NC(=O)c2ccc([N+](=O)[O-])o2)CC1	-3	6	-1	5	-0.2	1.9	101	-10	0
Cc1cc(NC(=O)C(C)C)ncc1NC(=O)c1cccc(F)c1	1	7	1	13	0.0	-1.5	99	-4	-3
CCOc1ccccc1N1CCN(C(=O)CNC(=O)c2ccc(OC)c(OC)c2)CC1	-4	-6	-4	-7	0.0	0.8	97	-3	-1
CCCn1c(C(C)Nc2nc(C)cs2)nc2cc(Cl)c(Cl)cc21 (configuration not stated)	0	4	-8	-11	0.0	4.2	99	6	-1
CCOc1ccccc1CN1CCN(CCCn2cccn2)CC1CCO (configuration not stated)	6	13	2	18	-0.1	-0.7	79	4	1
O=C(NN1CCOCC1)c1cc(-c2ccc(Br)s2)nc2ccccc12	0	-5	12	10	0.1	-0.5	109	0	-3
N#CC1(C#N)C(C(N)=O)C1c1ccccc1 (configuration not stated)	1	0	9	-18	-0.7	3.4	107	1	-1
Cc1ccc(C)c(NC(=O)CN(C)C(=O)c2ccc(S(=O)(=O)N(C)c3ccccc3)cc2)c1	0	-10	x	6	0.2	x	108	-5	x
O=C(CCCN1C(=O)/C(=C/c2ccc3c(c2)OCO3)SC1=S)Nc1ccc(C(=O)O)cc1	-17	-35	14	1	-0.1	-9.1	102	-45	1
Cc1ccc(-n2ncc3c(=O)n(CC(=O)N4CCN(c5ccccc5)CC4)cnc32)cc1	0	-6	6	15	0.0	0.1	117	2	0
CCCn1nnnc1NCc1cccc(Cl)c1	3	11	4	1	0.1	4.7	97	-5	-2
COC(=O)N/N=C\C=C\c1ccc2c(c1)OCO2	0	-3	5	-4	-0.1	-1.8	94	-5	4
COc1cccc(NC(=O)/C=C/c2ccc([N+](=O)[O-])cc2)c1	3	1	-5	-2	0.0	2.2	90	7	3
COc1cc(/C=N/NC(=O)c2ccc(=O)[nH]n2)ccc1O	1	9	8	3	0.1	-14	99	1	3
Cc1[nH]c2ccccc2c1C(=O)COC(=O)c1ccc[n+]([O-])c1	6	5	3	10	0.1	-1.2	96	-8	-3
COc1ccccc1-c1nn2c(C3COc4ccccc4O3)nnc2s1 (configuration not stated)	6	5	1	22	-0.1	0.3	109	9	-3
Cc1ccc(C)c2[nH]c(=O)c(CCNC(=O)c3ccc(Br)o3)cc12	3	-1	2	-3	-0.1	-0.3	96	-1	-2
Cn1c(SCC(=O)c2ccccc2)nnc1-c1ccco1	1	-2	-4	5	-0.1	1.3	101	1	-1
Cc1cc(C)n(C(=O)c2c([N+](=O)[O-])c(C)nn2C)n1	10	5	-1	-1	0.0	0.1	104	-1	0
O=C(COc1ccc(Br)cc1)Nc1ccc(CN2CCOCC2)cc1	1	-5	-5	-12	0.0	-1.4	118	9	0

Fetched one by one from the list above (four):
SMILES	BCLXL inh	MCL1 BIM primary	EBNA-1 inhibitor	ZTA DNA inh	Efflux pump inh	MEX-5 binding	Yeast superoxide	GLD-1 RNA inh	Fam108B inh
COc1cccc(NC(=O)/C=C/c2ccc([N+](=O)[O-])cc2)c1	3	1	-5	-2	0.0	2.2	90	7	3
N#CC1(C#N)C(C(N)=O)C1c1ccccc1 (configuration not stated)	1	0	9	-18	-0.7	3.4	107	1	-1
Cc1ccc(C)c2[nH]c(=O)c(CCNC(=O)c3ccc(Br)o3)cc12	3	-1	2	-3	-0.1	-0.3	96	-1	-2
O=C(CCCN1C(=O)/C(=C/c2ccc3c(c2)OCO3)SC1=S)Nc1ccc(C(=O)O)cc1	-17	-35	14	1	-0.1	-9.1	102	-45	1

Other entries follow:
SMILES	BCLXL inh	MCL1 BIM primary	EBNA-1 inhibitor	ZTA DNA inh	Efflux pump inh	MEX-5 binding	Yeast superoxide	GLD-1 RNA inh	Fam108B inh
CCCc1cc(C(=O)N2CCCC(C(=O)c3cc(C)c(OC)c(C)c3)C2)n(C)n1 (configuration not stated)	2	4	-3	-17	0.0	0.6	156	7	1
Cc1ccc(C(C)(C)C)cc1S(=O)(=O)Nc1nc2ccccc2nc1Cl	2	5	-5	20	0.2	-1.0	99	-10	1
CN1CCc2nc(SCc3ccc(C(C)(C)C)cc3)c(C#N)cc2C1	6	5	-5	2	0.1	0.5	112	-2	-1
CC(C)CN(C)C(=O)CCc1nnc(Cc2cccc(C(F)(F)F)c2)o1	0	3	0	-3	0.1	-0.3	98	-3	1
Fc1cc(NCc2ccccc2)nc(NCc2ccccc2)n1	3	2	-3	-4	-0.1	1.8	95	4	1
COc1ccc(OC)c(C2N(c3cc(C)on3)C(=O)C3CCCN32)c1 (configuration not stated)	2	-2	-10	-6	0.1	-0.4	104	3	-7
Cc1ccc(C)c(NC(=O)c2ccc3ccccc3n2)c1	2	0	3	19	-0.1	-0.8	91	-4	2
COc1ccc(N2CCN(Cc3cc(=O)oc4cc(C)c(Cl)cc34)CC2)cc1	4	3	0	6	0.1	0.7	85	-4	2
Cc1ccccc1C(=O)NC(=S)NCCN1CCOCC1	1	3	-7	8	0.0	-1.5	93	2	9
COc1ccc(OC)c(N(CC(=O)Nc2ccccc2F)S(=O)(=O)c2ccccc2)c1	0	2	7	-5	0.1	2.4	104	3	-1
COc1cccc(NC(=O)c2ccccc2N(Cc2ccccc2)S(C)(=O)=O)c1	4	1	0	8	0.1	-2.7	107	1	-4
CCc1cccc(NC(=O)c2cccc3c2C(=O)N(CC2CCCO2)C3)c1 (configuration not stated)	4	4	-13	15	0.0	2.2	104	-2	2
COc1ccc(Cl)cc1NC(=O)CSc1nc(=O)n(CCN(C)C)c2c1CCCC2	6	0	-4	-8	0.1	-2.3	94	7	-1
O=C(OCC1CC(c2ccccc2)=NO1)c1ccc(Br)cc1 (configuration not stated)	0	0	15	-6	-0.3	1.6	79	3	0
O=C(Nc1ccc(Br)cc1)c1cccnc1N1CCOCC1	10	5	-5	5	-0.2	1.4	101	7	-4
O=C1c2cccc([N+](=O)[O-])c2C(=O)N1c1c[nH]c(=O)[nH]c1=O	2	7	-6	-18	0.0	-4.5	134	6	7
COCCCNc1nc(N)c([N+](=O)[O-])c(Nc2cc(OC)ccc2OC)n1	4	2	3	15	-0.1	-3.5	102	1	1
Cc1cc(O)c(Oc2cc(C)cc(O)c2O)c(O)c1	27	52*	-3	2	0.1	-49*	86	11	-1
CC1CN(C(=S)Nc2ccc(SC(F)F)cc2)CC(C)O1 (configuration not stated)	0	6	-2	1	0.1	2.2	103	3	2
CCc1ccccc1N(C)S(=O)(=O)c1cc(-c2cc(C)no2)ccc1OC	5	11	-5	-8	0.0	0.1	93	6	0
Cc1ccc(-c2ccc(=O)n(CCC(=O)N3CCN(c4ccccc4)CC3)n2)cc1	1	-6	-8	7	0.2	2.0	103	1	0
O=C(Nc1cccc(NC(=O)c2cccs2)c1)c1ccc([N+](=O)[O-])o1	-12	-14	2	-7	0.0	1.0	127	-8	0
COc1ccccc1NS(=O)(=O)c1cc(C(=O)N2CCCC2)ccc1C	1	5	x	0	0.0	x	111	3	x
COc1ccc(C(=O)COC(=O)CN2C(=O)C3C4C=CC(C4)C3C2=O)cc1 (configuration not stated)	3	-9	1	7	0.1	0.7	106	3	-4
CC(C)[C@H](NC(=O)N1CCn2c1nc1ccccc12)C(=O)N[C@@H](Cc1ccccc1)C(=O)O	2	3	-7	-5	0.1	-1.8	108	1	2
Remaining list, next part.
SMILES	BCLXL inh	MCL1 BIM primary	EBNA-1 inhibitor	ZTA DNA inh	Efflux pump inh	MEX-5 binding	Yeast superoxide	GLD-1 RNA inh	Fam108B inh
O=C(O)c1cccc(CN2C(=O)SC(Nc3cccc4ccccc34)C2=O)c1 (configuration not stated)	4	2	5	13	0.0	-2.3	112	2	2
CCc1nc(C)cn1S(=O)(=O)c1cc(C)c(OC)c(C)c1C	2	3	0	1	-0.1	1.0	119	4	0
COc1ccc(OC)c(/C=N/NC(=O)CCc2n[nH]c(=O)[nH]c2=O)c1	4	9	6	-21	-0.1	-0.7	96	-3	0
Cc1ccc(-c2nnc(-c3ccc(NC(=O)c4cccs4)cc3)o2)cc1	2	2	5	-10	-0.1	-0.5	100	6	4
COc1cccc(C(=O)NC(=S)NCc2ccco2)c1	3	7	4	9	-0.7	-0.6	98	-2	1
O=c1c2ccccc2c(-c2ccccc2)nn1-c1ccc(Cl)c(Cl)c1	2	10	-11	5	-0.1	1.7	104	-2	-5
O=C(O)COc1ccc(/C=N/NC(=O)c2ccccc2Br)cc1	7	-1	-15	-21	0.2	-1.3	104	2	0
Cc1cccc(NC(=O)CSc2nnc(-c3ccco3)n2CC2CCCO2)n1 (configuration not stated)	-2	-9	6	16	0.1	4.5	92	-7	2
CCCC1=Nc2cc(C(=O)N3CCC(C(=O)OCC)CC3)ccc2Sc2ccccc21	4	-3	1	-7	-0.2	0.0	110	10	0
CCSc1nc(C(F)(F)F)cc(=O)n1-c1ccccc1	6	7	13	10	0.0	1.2	94	7	3
Cc1nc2ccccc2n1CC(=O)NCCN1CCCC1	8	11	2	-21	0.0	-3.0	104	7	2
Cc1ccc(-c2csc3nnc(SCC(=O)NCc4ccco4)n23)cc1	3	-5	4	2	-0.2	1.4	86	5	4
O=C(Nc1nc2ccccc2[nH]1)c1ccccc1F	-2	5	1	6	-0.2	-0.5	85	4	3
CCN(CC)c1ccc(S(=O)(=O)N2CCOCC2)cc1NS(C)(=O)=O	-4	1	-9	-10	0.1	-2.8	104	4	2
O=C(NNC(=S)Nc1ccc(Br)cc1Cl)c1ccco1	7	5	-16	-19	-0.2	0.2	104	-3	3
O=C(Cc1ccc(Br)cc1)Nc1ccc(S(=O)(=O)NCC2CCCO2)cc1 (configuration not stated)	-1	-6	-9	-8	-0.3	0.4	102	-2	-2
CCc1ccc(Cn2nnc(C(=O)Nc3cccc(C)c3)c2N)cc1	3	-5	-3	0	-0.2	0.6	94	-1	0
CCC(Oc1ccc2c(=O)c(-c3ccccc3OC)coc2c1)C(=O)OCc1ccccc1 (configuration not stated)	-2	-10	2	9	-0.1	1.6	88	-9	-7
COC(=O)c1sccc1-n1cccc1C(=O)NCc1ccccc1	7	5	-12	-7	0.0	0.1	96	0	7
COc1ccc(/C=C2/C(=O)N(c3ccccc3)N=C2C)cc1	5	-3	0	-8	-0.2	x	79	2	5
COc1ccc(CC(=O)N/N=C/C=C/c2cccc([N+](=O)[O-])c2)cc1OC	2	1	5	-1	0.0	1.4	90	4	-2
CCOC(=O)NC(c1ccccc1)C1CCCCC1=O (configuration not stated)	-3	-8	-9	-9	0.2	0.0	121	-8	-4
CCOC(=O)C(C)n1cnc2c(nnn2-c2ccc(F)cc2)c1=O (configuration not stated)	4	7	5	-5	0.0	0.9	109	2	-1
Cc1cc(C(=O)Nn2cnc3ccccc3c2=O)ccc1[N+](=O)[O-]	2	3	2	0	0.1	0.8	97	-7	0
